Assay outcomes: PubChem BioAssay, several laboratories
DAX1 inh-1: DAX1 (NR0B1) inhibitors on StAR promoter, primary screen, cell-based, luminescence, SF-1 (NR5A1), full-length DAX-1. AID 652010, 2013. HEK293T StAR-luciferase reporter, SF-1/DAX-1 repression relief. 370,000 compounds, 1.1% hits. inhibition, % at 6.8 µM;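 active = inhibition above the mean over all tested compounds plus 3 SD, cut at about 3.6% in these data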;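 also: 0% = DAX-1 cells with DMSO and 100% = cells lacking DAX-1 with DMSO; higher inhibition means more luminescence from relief of DAX-1 repression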
DAX1 inh-2: DAX1 (NR0B1) inhibitors, primary screen, cell-based, HEK293, Gal4-DAX1, luciferase luminescence; Nuclear receptor subfamily 0 group B member 1 (Homo sapiens), P51843; 340,000 compounds, 0.99% hits; inhibition, % at 6.75 µM; AID 504766, 2011; HEK293 Gal4-DAX1 luciferase reporter;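 active = inhibition above the mean over all tested compounds plus 3 SD, cut at about 4.2% in these data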;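 also: 0% = DAX1-transfected cells with DMSO and 100% = empty-vector control cells with DMSO; inhibition shows as a rise in luminescence from relieved DAX1 repression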
Target sequence (P51843 207-470 limits assumed): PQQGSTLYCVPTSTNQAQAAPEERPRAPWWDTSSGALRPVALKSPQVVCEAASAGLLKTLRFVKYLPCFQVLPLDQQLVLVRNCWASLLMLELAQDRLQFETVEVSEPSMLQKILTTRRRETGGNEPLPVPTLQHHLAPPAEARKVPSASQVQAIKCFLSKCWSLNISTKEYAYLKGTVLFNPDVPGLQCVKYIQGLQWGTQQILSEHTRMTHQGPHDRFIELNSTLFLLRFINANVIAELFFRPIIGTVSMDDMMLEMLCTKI
SMARCA2 act: SMARCA2 (BRM) function activators, primary screen, cell-based, luminescence, high throughput; MG213 cells, MMTV-luciferase reporter, dexamethasone, overnight; activation, % at 9.1 µM; 370,000 compounds, 1% hits; in the data active = activation above about 7.8%;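 also: 0% = vehicle wells and 100% = reference activator wells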
HGIII-sPLA2 inh: human group III sPLA2 inhibitors, primary screen, biochemical, QFRET, BODIPY PC-A2 liposome substrate; QFRET BODIPY PC-A2 liposome hydrolysis, fluorescence; Group 3 secretory phospholipase A2 (Homo sapiens), Q9NZ20; inhibition, % at 12.2 µM; AID 743126, 2013; 370,000 compounds, 0.56% hits;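 active = inhibition above mean plus 3 SD of compounds lying within the high and low control bounds, cut at about 19% in these data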;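 also: 0% = median of test compound wells and 100% = no enzyme DMSO wells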
Target sequence (Q9NZ20 whole entry, looked up): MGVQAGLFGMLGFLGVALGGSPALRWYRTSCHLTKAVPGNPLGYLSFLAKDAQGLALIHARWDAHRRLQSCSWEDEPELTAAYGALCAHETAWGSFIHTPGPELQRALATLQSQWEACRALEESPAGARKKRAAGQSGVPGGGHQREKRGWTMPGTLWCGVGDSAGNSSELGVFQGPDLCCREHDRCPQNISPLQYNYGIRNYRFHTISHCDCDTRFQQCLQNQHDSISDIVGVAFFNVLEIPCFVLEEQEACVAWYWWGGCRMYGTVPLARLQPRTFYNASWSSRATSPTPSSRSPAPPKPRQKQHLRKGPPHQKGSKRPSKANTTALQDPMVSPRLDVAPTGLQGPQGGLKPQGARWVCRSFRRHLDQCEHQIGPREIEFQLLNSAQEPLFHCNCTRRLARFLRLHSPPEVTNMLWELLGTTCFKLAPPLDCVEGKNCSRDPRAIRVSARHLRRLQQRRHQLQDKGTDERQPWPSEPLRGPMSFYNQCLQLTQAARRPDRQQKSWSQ
hgDAF12 agonist: H. glycines DAF-12 receptor agonists, primary screen, cell-based, luminescence, HEK293, GAL4 fusion, UAS-luciferase | 370,000 compounds, 1.8% hits | AID 687014, 2013 | HEK293 GAL4-hgDAF12 UAS-luciferase reporter, agonist luminescence; normalized to butyrate control | activation, % at 6.8 µM | Nuclear hormone receptor DAF-12 (Heterodera glycines), GAL4 fusion;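 active = activation above a cutoff set at the mean of all screened compounds plus 3 SD, cut at about 10% in these data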;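 also: 0% = DMSO wells and 100% = sodium butyrate wells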
proKLK7 act: proKLK7 zymogen activators, primary screen, biochemical, fluorescence intensity. 370,000 compounds, 0.9% hits. purified proKLK7, EDANS-DABCYL substrate fluorescence; 100% is mature enzyme control, 0% vehicle. AID 652039, 2013. activation, % at 7 µM;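 active = activation above the mean of all tested compounds plus 3 SD, computed per campaign excluding outliers beyond control limits, cut at about 13% in these data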
Target sequence (P49862 whole entry, looked up): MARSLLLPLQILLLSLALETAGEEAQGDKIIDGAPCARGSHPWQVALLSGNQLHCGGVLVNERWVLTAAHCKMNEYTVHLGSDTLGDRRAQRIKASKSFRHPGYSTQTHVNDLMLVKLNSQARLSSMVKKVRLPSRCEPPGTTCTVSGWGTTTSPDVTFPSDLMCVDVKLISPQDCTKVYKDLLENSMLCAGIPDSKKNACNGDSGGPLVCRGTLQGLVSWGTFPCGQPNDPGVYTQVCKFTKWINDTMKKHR
ssDAF-12 act: S. stercoralis DAF-12 nuclear receptor activators, primary screen, cell-based, luminescence, HEK293, GRIP1 co-expression, lit1-tk-luc. Nuclear hormone receptor DAF-12 (Strongyloides stercoralis). AID 652126, 2013. activation, % at 6.8 µM. 370,000 compounds, 1% hits. HEK293 ssDAF-12/GRIP1 lit1-tk-luc reporter; % of 3 µM dafachronic acid response;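 active = activation above the mean over all tested compounds plus 3 SD, cut at about 0.9% in these data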;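 also: 0% = DMSO-only wells and 100% = 3 µM delta7-dafachronic acid wells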
hcDAF12 agonist: H. contortus DAF-12 nuclear receptor activators, primary screen, cell-based, luminescence, HEK293, lit1-tk-luc reporter | HEK293 hcDAF-12 lit1-tk-luc reporter; 0% DMSO, 100% Δ7-dafachronic acid | activation, % at 6.8 µM | 370,000 compounds, 1.4% hits | AID 652067, 2013;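 active = activation above the mean of all tested compounds plus 3 SD, cut at about 5.5% in these data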;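 also: 100% = response to 3 µM Δ7-dafachronic acid high control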
FXN GAA850 act: FXN promoter activators, primary screen, cell-based, luciferase luminescence, HEK293 lucGAA850; activation, % at 6 µM; 360,000 compounds, 0.56% hits; HEK293 lucGAA850 FXN promoter luciferase reporter, 24 h; percent of 10 µM SAHA response; AID 540364, 2011;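 active = activation above the average of all compounds screened plus 3 SD, cutoff fixed separately per campaign, cut at about 7.5% in these data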;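 also: 0% = DMSO wells and 100% = 10 µM SAHA wells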
NPR2 activator: human GC-B receptor activators, primary screen, HEK293 GC-B cells, cGMP TR-FRET, EC30 CNP. Atrial natriuretic peptide receptor 2 (Homo sapiens), P20594. 0% at EC30 CNP, 100% saturating CNP. activation, % at 10 µM. 370,000 compounds, 0.11% hits;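 active = activation at 10 µM reaching about 35% in either raw or pattern-adjusted values, limit read from the data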
NPR1 activator: GC-A stimulated cGMP production enhancers – HEK293 GC-A cells, cGMP TR-FRET, EC30 ANP, primary screen. Atrial natriuretic peptide receptor 1 (Homo sapiens), P16066. 0% at EC30 ANP, 100% saturating ANP. activation, % at 10 µM. 370,000 compounds, 0.14% hits; in the data active = activation above about 40%
* = called active by the depositor; x = no result given.

SMILES	DAX1 inh-1	DAX1 inh-2	SMARCA2 act	HGIII-sPLA2 inh	hgDAF12 agonist	proKLK7 act	ssDAF-12 act	hcDAF12 agonist	FXN GAA850 act	NPR2 activator	NPR1 activator
CCOC(=O)c1cnc(SCc2ccccc2)nc1N	5.4*	2.6	8	-6	16*	0.2	-0.6	3.8	9.9*	4	11
CC(/C=N/NC(=O)c1cc(C2CC2)[nH]n1)=C\c1ccccc1	0.6	0.6	-2	1	-1.2	0.8	-1.3	0.4	0.2	0	-2
Cc1ccc(S(=O)(=O)N2CCOCC2)cc1C(=O)OCC(=O)Nc1ccc2[nH]c(=O)[nH]c2c1	0.9	0.2	0	-9	0.4	0.6	-0.6	-0.5	-1.2	1	2
CC(=O)Nc1ccc(NC(=O)C2Cc3c(-c4ccc(Cl)cc4)ccnc3O2)cc1 (stereo unspecified)	-1.1	x	-3	-14	-2.5	-0.1	-1.5	0.2	1.0	23	15
Cc1ccc(-c2ccc(CN3C(C)C(=O)N(Cc4cn(CCC5OCCCO5)nn4)CCS3(=O)=O)cc2)cc1 (stereo unspecified)	0.1	-0.2	-4	-20	-2.4	0.3	-1.2	-2.9	-0.7	-4	19
S=c1[nH]nc(-c2ccc(Cl)cc2Cl)n1-c1ccccc1	1.6	3.5	16*	16	9.7	-0.3	-0.6	1.4	3.0	0	3
CCOC(=O)Nc1ccc2c(c1)N(C(=O)CCN1CCN(C)CC1)c1ccccc1S2	-0.2	-0.8	1	-6	1.8	-0.3	-1.1	0.9	2.3	-4	1
CCOCCCNS(=O)(=O)c1ccccc1	0.1	-0.1	-1	8	0.9	-0.4	-1.7	-0.2	-4.9	11	4
COc1ccccc1N1CCN(/N=C/C=C\c2ccco2)CC1	4.1*	1.1	5	2	10	0.4	0.2	4.7	4.3	1	3
OCCN1CCN(c2ncnc3c2c(-c2ccccc2)cn3-c2ccc(F)cc2)CC1	-0.4	-0.9	1	-10	1.2	1.6	-1.6	-2.6	2.2	-15	-35
Cc1cccc(Oc2nc(-c3ccncc3)nc3ccccc23)c1	-0.4	2.8	-3	-7	-1.3	0.4	-0.8	-2.5	3.4	-7	-9
CSCCC(NC(=O)c1ccco1)C(=O)Nc1ccncc1 (stereo unspecified)	1.0	0.0	-1	3	2.5	-0.7	-0.9	1.8	1.4	-2	-1
C[C@@H]1CN([C@H](C)CO)C(=O)c2cc(Br)cnc2O[C@@H]1CN(C)C(=O)c1ccccc1	-1.1	0.9	-6	17	-2.3	0.3	-0.3	1.1	-1.2	1	1
CCSc1nnc(CNC(=O)C23CC4CC(CC(C4)C2)C3)n1C1CCCCC1	-0.2	-0.6	0	-3	-0.6	-0.2	-1.8	0.2	0.3	4	-1
O=C(Cn1cnc([N+](=O)[O-])c1)Nc1ccc(Cl)cc1Cl	-0.7	0.9	-3	10	-0.4	-0.4	-0.5	0.7	1.7	-2	1
COc1cccc(-c2coc3c(C)c4oc(=O)c(CCC(=O)O)c(C)c4cc23)c1	-0.3	1.5	2	-26	-5.2	-3.4	-1.4	-2.4	2.6	1	1
CCCCCOC(=O)NCC(O)c1ccccc1 (stereo unspecified)	1.5	1.3	13*	6	8.9	0.3	0.5	2.5	4.4	3	-1
O=S(=O)(Nc1cccc2cccnc12)c1ccccc1	-2.0	-2.5	-9	2	-9.4	-2.0	-1.2	-5.3	-15	7	15
COc1ccc(C(C)=O)cc1COC(=O)c1ccc(OCc2c(C)noc2C)cc1	0.1	-1.0	2	0	0.1	0.0	-0.9	-1.2	-1.1	5	-1
COc1cc(CNc2ncnc3c2ncn3[C@H]2CN(Cc3cccs3)C[C@@H](CO)O2)cc(OC)c1OC	-0.2	x	-3	-2	-2.4	0.3	-1.3	1.0	-1.8	-8	-2
CCOC(=O)c1ccc(NC2c3ccccc3C(=O)N2c2ccccn2)cc1 (stereo unspecified)	0.2	1.2	-2	4	-3.1	0.3	-1.1	0.5	1.7	2	4
O=S1(=O)CC2c3ccccc3CN2CN1C1CCCC1 (stereo unspecified)	-0.1	x	5	7	0.4	0.2	0.1	2.3	x	-5	-2
CCOC(=O)C(=Cc1cn(C)c2ccc(S(=O)(=O)N(C)C)cc12)C(=O)OCC	-0.9	-0.1	-1	1	1.3	0.4	-1.6	-1.4	2.1	8	10
O=C1CCN(S(=O)(=O)c2ccc(Br)cc2)CCN1	-0.6	1.1	0	6	-0.7	0.2	-1.2	0.1	0.4	0	4
COc1ccccc1CNC(=O)C1CCCN(S(=O)(=O)c2cccs2)C1 (stereo unspecified)	0.0	0.3	-1	-1	-0.6	0.2	-1.5	-0.3	-1.4	3	3
Cc1cc(C)n(CC(O)COCc2ccco2)n1 (stereo unspecified)	0.0	0.3	1	5	-0.8	-1.3	-0.9	0.2	-0.7	-2	4
Clc1cccc(OCCN2CCNCC2)c1	-0.2	2.2	-4	6	-2.4	-0.4	-1.3	-0.3	1.5	-7	1
C/C(=N\Nc1ncnc2sc(C)c(C)c12)c1ccccn1	-2.0	-1.8	-7	-1	0.4	-1.0	-1.3	-4.2	-4.8	2	8
COc1ccc(N(C(=O)Cc2cccs2)C2C=CS(=O)(=O)C2)cc1 (stereo unspecified)	-0.5	1.2	-2	-2	-3.1	0.3	-1.5	0.8	-0.7	-14	-12
COc1ccc(C)cc1N(CC(=O)N1CCCCCC1)S(C)(=O)=O	-0.3	0.4	-1	-2	3.3	0.6	-1.8	-0.3	1.2	-6	3

3 compounds from above, reduced to hcDAF12 agonist and proKLK7 act.
| structure | hcDAF12 agonist | proKLK7 act |
| --- | --- | --- |
| COc1cc(CNc2ncnc3c2ncn3[C@H]2CN(Cc3cccs3)C[C@@H](CO)O2)cc(OC)c1OC | 1.0 | 0.3 |
| CC(/C=N/NC(=O)c1cc(C2CC2)[nH]n1)=C\c1ccccc1 | 0.4 | 0.8 |
| O=C(Cn1cnc([N+](=O)[O-])c1)Nc1ccc(Cl)cc1Cl | 0.7 | -0.4 |

The results go on:
SMILES	DAX1 inh-1	DAX1 inh-2	SMARCA2 act	HGIII-sPLA2 inh	hgDAF12 agonist	proKLK7 act	ssDAF-12 act	hcDAF12 agonist	FXN GAA850 act	NPR2 activator	NPR1 activator
O=C1c2ccccc2CCC12N=NCC2c1ccc(Br)cc1 (stereo unspecified)	0.2	-0.7	-4	5	0.8	-0.6	-1.7	-1.5	0.9	-1	2
CN(C(=O)c1cccc(S(=O)(=O)N2CCCCC2)c1)C1CCS(=O)(=O)C1 (stereo unspecified)	-1.2	1.7	-1	-1	-1.2	-0.1	-1.1	-1.5	0.6	-4	3
COc1cc(OC)cc(C(=O)Nc2sc3c(c2C(N)=O)CCC3)c1	0.4	1.3	1	-2	6.8	-213	1.1*	0.9	1.0	-6	-3
O=C1N=C(N2CCOCC2)S/C1=C\c1cccs1	1.0	1.0	6	3	4.1	-0.3	-0.8	-1.0	1.7	-2	-6
CCN(C(=O)c1cccs1)c1nc(-c2ccc(OC)cc2)cs1	-0.2	-1.1	-3	6	1.5	-0.1	-1.5	-0.9	3.1	-3	-5
O=C(CNC1CCCCCC1)c1cccs1	-0.4	0.2	-1	-2	1.3	-0.6	-0.5	1.9	2.6	-4	-4
COc1cc(C(=O)NC(=S)Nc2ccc3c(c2)OCO3)cc(OC)c1OC	-0.2	x	5	-2	3.5	0.4	-1.2	-1.4	-1.3	-4	4
CC(C)(C)[C@H]1C=C(C(=O)O)O[C@@H](OCCCCO)C1	0.1	0.2	1	-12	-0.6	0.3	-1.5	-0.7	-1.7	3	0
COC(=O)Nc1sc(C)nc1-c1ccccc1	-0.2	1.3	-1	6	-2.3	-0.1	-1.3	0.4	0.6	2	1
Cc1ccccc1CC1(CO)CCCN(C(=O)c2ccccc2N(C)C)C1 (stereo unspecified)	-0.7	0.6	-2	-9	0.0	0.2	-1.6	-0.6	-1.6	-4	-2
O=C1Nc2ccccc2C1Cc1ccc(OC(F)(F)F)cc1 (stereo unspecified)	0.0	-0.2	0	-26	-0.2	0.0	-0.7	-0.9	4.8	-10	-12
COc1ccc2oc(C(=O)Nc3nnc(C)s3)c(C)c2c1	10*	-0.7	1	0	11*	21*	0.1	3.2	2.4	-3	1
CN(C)c1ccc(C(=O)OCC(=O)NCCCc2ccccc2)cc1	0.7	0.1	0	3	0.7	0.2	-0.6	-1.7	1.9	4	6
Cc1cccc(CSc2nnc([C@@H]3CCCN3)o2)c1	0.0	-0.1	-2	0	0.5	0.8	-1.2	-0.1	-0.1	2	-1
COc1ccc2nc3ccccc3[n+]([O-])c2c1	2.1	1.4	8.4*	-26	8.4	27*	-0.6	-1.2	3.0	-5	-4
O=C(CN1CCCCC1)N/N=C/c1cccc(Cl)c1	-0.3	-0.5	-1	-2	-1.4	-0.3	0.4	1.6	1.6	-4	5
COc1cc2c(cc1OC)C(C)N(CCc1ccc(Cl)cc1)CC2 (stereo unspecified)	-0.5	x	-2	-4	0.7	0.3	-1.6	-2.2	-0.9	-8	-6
C[C@@H]1ON(C)[C@H]2C[C@H]3c4cc(Br)ccc4CCN3C[C@@H]12	0.7	x	-5	9	-3.0	0.0	-1.3	-0.5	x	6	0
Cc1ccccc1NC(=O)c1c([N+](=O)[O-])cnn1C	0.1	-0.9	0	12	-0.1	-0.6	-0.1	-1.1	1.8	4	6
COc1ccc(N2CCN(C(=O)C3CC(=O)N(c4ccc(C)cc4)C3)CC2)cc1 (stereo unspecified)	0.8	x	-1	2	0.0	-0.2	-0.2	-0.7	-0.5	1	2
CN(C)c1ccc(/C=C2\N=C(c3ccc(Cl)c([N+](=O)[O-])c3)NC2=O)cc1	-0.2	-1.5	0	17	1.4	-0.1	0.3	-1.9	0.6	-4	15
CS(=O)c1ccccc1-c1nc(-c2cc(C(F)(F)F)cc(C(F)(F)F)c2)no1 (stereo unspecified)	-0.1	3.9	3	-2	-0.7	-0.4	-1.3	-0.1	1.3	-3	-7
CS(=O)(=O)N1CCN(C(=O)c2ccc(Br)s2)CC1	0.3	1.2	-1	-2	2.5	0.1	-1.2	-0.9	1.6	4	3
